RXFP1 antagonist: antagonists of human relaxin receptor RXFP1; Q9HBX9; 350,000 tested, 0.59% active; HEK293-RXFP1, relaxin-stimulated cAMP HTRF, 30 min; hits give low values; activity change, negative = inhibition, % at 57.5 µM;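 active = activity change of -60% or lower, but not beyond a set lower limit; inconclusive = change between -60% and -40%, or beyond the set limit; inactive = change above -40%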; also: % is scaled to controls: 0 for no effect and ±100 for the full control effect
Vif-A3G inh: Vif-A3G binding inhibition; Q9HC16; HeLa A3G-eYFP + Vif (tagged APOBEC3G with the HIV-1 protein that degrades it), YFP fluorescence, overnight; Potency, µM (series often up to 46.1 µM), for inactives: at the highest dose activity, negative = active, actives largely listed as inhibitors; 410,000 tested, 0.076% active; AID 602310;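 also: potency is read from the fitted curve at half-maximal effect; % is scaled to controls: 0 for no effect and ±100 for the full control effect; nearly all actives have a fitted effect of over 60% in size; hits raise eYFP signal because A3G escapes Vif-driven loss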
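Read-out is eYFP fluorescence (Ex 488/Em 500-530) from Vif-expressing HeLa A3G-eYFP cells; more signal means A3G escaped Vif-mediated degradation. Cells plated overnight, compound pinned in, incubated overnight at 37 deg C.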
Vif-A3F inh: Vif-A3F binding inhibition; HeLa A3F-eYFP + Vif (tagged APOBEC3F with the HIV-1 protein that degrades it), YFP fluorescence increase; Potency, µM (top dose mostly 46.1 µM), for the others: at the top dose activity, negative = active; 390,000 tested, 0.2% active; AID 602313; also: potency is read from the fitted curve at half-maximal effect; % of control where 0% means no effect; nearly all actives have a fitted effect of over 65% in size
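HeLa cells stably expressing A3F-eYFP plus Vif, plated and incubated overnight at 37 deg C, then exposed to compounds overnight at 37 deg C. Blocked degradation read as raised yellow fluorescence (Ex 488/Em 500-530).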
D2 potentiator: positively modulates the human D2 dopamine receptor allosterically; HEK293 T-REx D2, calcium flux, EC20 dopamine potentiation; potentiation, % at 10 µM; 340,000 tested, 0.34% active; AID 485347;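 active = potentiation over 3 SD above the plate norm, cut at about 30% in these data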; also: 0% is about no effect
Target sequence (P14416 whole entry, looked up): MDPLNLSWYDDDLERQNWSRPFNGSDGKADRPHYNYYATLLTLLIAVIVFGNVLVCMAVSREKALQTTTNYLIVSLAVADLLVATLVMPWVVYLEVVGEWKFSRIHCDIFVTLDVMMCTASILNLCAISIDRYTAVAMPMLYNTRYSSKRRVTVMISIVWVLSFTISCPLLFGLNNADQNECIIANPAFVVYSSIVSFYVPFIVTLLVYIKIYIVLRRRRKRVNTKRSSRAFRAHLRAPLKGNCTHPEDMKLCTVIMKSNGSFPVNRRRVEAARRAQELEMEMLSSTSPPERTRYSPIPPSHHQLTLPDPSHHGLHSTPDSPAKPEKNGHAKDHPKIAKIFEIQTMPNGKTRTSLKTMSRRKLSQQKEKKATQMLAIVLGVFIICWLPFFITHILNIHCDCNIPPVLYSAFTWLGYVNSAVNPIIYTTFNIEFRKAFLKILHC
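Calcium flux readout, no-wash dye, 1 read/s. Inducible HEK293 Trex D2 line, overnight 30 C. Compound alone 180 s (agonist flags), then EC20 dopamine, another 180 s to score potentiation.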
D1 PAM: human D1 dopamine receptor positive modulation. potentiation, % at 10 µM. 360,000 tested, 0.036% active. P21728. AID 504651. HEK293 TREx D1 cells, calcium flux, dopamine EC20 potentiation; in the data active = potentiation above about 30%; also: 0% is about no effect
Target sequence (P21728 whole entry, looked up): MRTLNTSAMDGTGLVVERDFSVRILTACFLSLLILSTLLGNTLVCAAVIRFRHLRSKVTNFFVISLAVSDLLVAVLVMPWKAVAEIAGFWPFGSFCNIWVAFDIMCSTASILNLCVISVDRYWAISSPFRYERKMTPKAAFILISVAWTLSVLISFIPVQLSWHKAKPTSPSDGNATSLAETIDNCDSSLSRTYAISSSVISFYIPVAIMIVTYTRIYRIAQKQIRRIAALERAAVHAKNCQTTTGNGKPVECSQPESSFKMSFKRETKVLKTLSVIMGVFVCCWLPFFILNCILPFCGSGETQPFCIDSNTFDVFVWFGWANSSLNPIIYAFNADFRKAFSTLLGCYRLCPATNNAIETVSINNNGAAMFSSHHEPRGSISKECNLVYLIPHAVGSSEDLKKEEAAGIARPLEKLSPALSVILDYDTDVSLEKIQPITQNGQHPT
Glioma ERSR ind: ER stress response induction in glioma; U87-MG GRP78 promoter luciferase reporter, 16 h; 420,000 tested, 0.02% active; Potency, µM, for inactives: at the top dose activation, most hits filed as activators; also: potency is read from the fitted curve at half-maximal effect; series mostly up to about 76 µM; % of control where 0% means no effect; nearly all actives have a fitted effect of over 35% in size
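Stably transfected U87-MG human glioma cells carrying a GRP78-based luminescent sensor were seeded at 1000 cells/well, pin-dosed with compounds and incubated 16 h. Luciferase reagent was then added, and end-point luminescence was read after 10 min at room temperature.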
D1 ag: activates the human D1 dopamine receptor; 360,000 tested, 1% active; P21728; HEK293 T-REx D1 cells, calcium flux, agonist mode; activation, % at 2 µM; in the data active = activation above about 30%; also: 0% is about no effect
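Agonism was scored from calcium flux recorded over 180 s (1 read/s) after pintool compound addition, following a 10-cycle baseline. Cells were inducible force-coupled HEK293 TREx D1, plated overnight at 30 C and loaded with no-wash calcium dye.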
RXFP1 ag: RXFP1 (human) receptor agonism | Q9HBX9 | HEK293T-RXFP1 cAMP TR-FRET, 30 min; response scale: percent of porcine relaxin response, buffer zero | Potency, µM (highest dose often 57.5 µM), inactives show at the highest dose activation, hits mostly activators | 370,000 tested, 0.3% active; also: potency is read from the fitted curve at half-maximal effect; % is scaled to controls: 0 for no effect and ±100 for the full control effect; nearly all actives have a fitted effect of over 60% in size; many of its hits are not listed in these tables
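cAMP rise read by TR-FRET after 30 min, 37C compound exposure (up to 58 uM) in RXFP1-transfected HEK293 cells with Ro 20174 present. EC50 from Hill-equation fits, with 29 nM porcine relaxin as 100% and buffer as basal.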
D1 antag: human D1 dopamine receptor antagonism | P21728 | HEK293 TREx D1 cells, calcium flux, dopamine EC80; hits give low values | activity change, negative = inhibition, % at 10 µM | 360,000 tested, 3.2% active | AID 504652; in the data active = activity change below about -30%; also: % is scaled to controls: 0 for no effect and ±100 for the full control effect
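Compound effects on dopamine-evoked calcium signalling were measured in tetracycline-induced HEK293 Trex D1 cells. Dopamine at EC80 followed a 180 s compound pre-read, and fluorescence was tracked kinetically for 180 s more.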
* marks the source's active call; other numbers are inactive results; ? = inconclusive; . = no result given; & = joins results of further samples; ! = repeats disagree. Unless noted, calls follow the shape of the dose curve; as a rule, active = well fitted curve in the direction sought with a large enough effect; inconclusive = small, poorly fitted or top-dose-only effect, or another doubt; inactive = no such curve, though single readings can be large; an effect the other way counts as inactive or inconclusive. An excerpt; rates above refer to the full screens.

SMILES	RXFP1 antagonist	Vif-A3G inh	Vif-A3F inh	D2 potentiator	D1 PAM	Glioma ERSR ind	D1 ag	RXFP1 ag	D1 antag
O=C(Nc1ccccc1)N1CCn2c1nc1ccccc12	-15	-6%	-1%	-3	-12	5%	1	-0.5%	2
CSc1ccccc1NC(=O)CN(C)C(=O)c1ccc(NC(=O)c2cccs2)cc1	-15	-2%	0%	7	-3	-3%	0	-0.6%	-2
Cc1cccc(N(C)S(=O)(=O)c2c[nH]c3ccc([N+](=O)[O-])cc23)c1	-19	-12%	-1%	-2	-9	-3%	3	-0.9%	-28
O=S(=O)(c1ccc(Cl)c(NC(=S)N/N=C/c2ccc(O)cc2)c1)N1CCOCC1	?	-9%	-5%	19	6	-8%	5	2.3%	-6
O=C(Cc1ccc(S(=O)(=O)N2CCOCC2)s1)Nc1nc2c(s1)CCCC2	-31	-2%	-12%	.	3	-11%	0	-0.1%	-16
CCOC(=O)CC(NC(=O)Cn1nnc(-c2ccccc2C)n1)c1ccc(OC)cc1 (stereo not drawn)	.	-3%	-6%	3&7	-9&-1	-2%	31*!	0.3%&-0.6%	-19&7
Cc1ccc(S(=O)(=O)N2CCC(C(=O)NCCCN3CCCC3=O)CC2)cc1	3	-1%	-3%	.	.	-2%	.	.	.
CC(Sc1nc2ccccc2c(=O)n1Cc1ccco1)C(=O)c1ccccc1 (stereo not drawn)	15	0%	-1%	-11	-2	-1%	3	1.0%	-6
CCCc1nnc(SCC(=O)N2CCCCC2C)n1CCCOC (stereo not drawn)	-4	2%	7%	-3	0	-1%	2	-0.1%	7
CCOc1ccccc1NC(=O)Cn1c(=O)n(-c2ccc(Cl)cc2)c(=O)c2oc3ccccc3c21	0	4%	5%	-7	-2	-2%	1	0.3%	-3

An excerpt from above in order of number of heavy atoms, rising:
SMILES	RXFP1 antagonist	Vif-A3G inh	Vif-A3F inh	D2 potentiator	D1 PAM	Glioma ERSR ind	D1 ag	RXFP1 ag	D1 antag
CCCc1nnc(SCC(=O)N2CCCCC2C)n1CCCOC (stereo not drawn)	-4	2%	7%	-3	0	-1%	2	-0.1%	7
Cc1ccc(S(=O)(=O)N2CCC(C(=O)NCCCN3CCCC3=O)CC2)cc1	3	-1%	-3%	.	.	-2%	.	.	.
CSc1ccccc1NC(=O)CN(C)C(=O)c1ccc(NC(=O)c2cccs2)cc1	-15	-2%	0%	7	-3	-3%	0	-0.6%	-2
CCOc1ccccc1NC(=O)Cn1c(=O)n(-c2ccc(Cl)cc2)c(=O)c2oc3ccccc3c21	0	4%	5%	-7	-2	-2%	1	0.3%	-3

The list goes on.
SMILES	RXFP1 antagonist	Vif-A3G inh	Vif-A3F inh	D2 potentiator	D1 PAM	Glioma ERSR ind	D1 ag	RXFP1 ag	D1 antag
Cc1cccnc1NC(=O)CSc1ncnc2sc(C)c(C)c12	2	-4%	-7%	1	7	-1%	5	7.8%	1
Cn1nc([N+](=O)[O-])nc1Oc1ccccc1F	7	-2%	-1%	4	2	3%	2	-0.1%	14
O=c1[nH]c2ccccc2nc1Cc1ccccc1	13	3%	2%	-3	-6	9%	8	0.5%	6
Cc1ccccc1NC(=O)c1ocnc1C	-2	0%	-4%	8	0	-1%	1	0.0%	0
CCOc1ccc(S(=O)(=O)N2CCCCCC2)cc1	-4	0%	0%	-1	2	-2%	-1	-0.2%	-8
CCCCn1c(SCC(N)=O)nnc1-c1ccco1	-6	-2%	0%	4	0	3%	2	0.0%	-14
C=C1CCN(c2ccc(C(=O)NCc3ccc(C)cc3)cc2[N+](=O)[O-])CC1	.	0%	0%	2	-5	-3%	0	0.1%	3
CCOC(=O)c1[nH]ncc1CN1CCN(Cc2ccc(C)cc2)C(CCO)C1 (stereo not drawn)	-8	0%	1%	-4	-1	-4%	1	-0.3%	-9
Cc1ccc(C(C)C)c(OCc2nc(-c3nonc3N)no2)c1	.	-3%	-25%	6	0	1%	7	0.0%	-11
CC(C)CN(C(=O)COC(=O)c1ccc(Cl)c(N)c1)c1c(N)n(Cc2ccccc2)c(=O)[nH]c1=O	-10	-1%	-2%	-11	-3	-2%	4	-0.4%	-5
CC1Sc2n(c3ccccc3[n+]2C)N=C1c1ccccc1 (stereo not drawn)	-3	5%	-1%	-5	-9	-5%	2	0.8%	-3
Cc1cc(C)cc(NC(=O)c2ccc([N+](=O)[O-])o2)c1	20	?	-4%	.	-3	?	3	0.8%	8
N#C/C(=C\c1ccc(Cl)cc1)C(=O)NCC1CCCO1 (stereo not drawn)	-5	0%	-3%	1	5	13%	1	-3.1%	10
CN(CC(=O)Nc1ccc(F)c(F)c1F)C1CCCCC1	-1	1%	-9%	-5	-2	0%	1	-0.4%	-1
O=C1c2oc3ccccc3c(=O)c2C(c2cccc(O)c2)N1c1ccccn1 (stereo not drawn)	.	2%	1%	-2	.	-1%	0	0.2%	-15
Cc1cc(C)c2nc(SCC(=O)Nc3cc(C)on3)c(C)cc2c1	3	-3%	-7%	5	.	1%	8	-0.9%	6
Cc1ccc(/C=C2\SC(=S)N(CCC(=O)Nc3ccc(O)cc3)C2=O)cc1	7	2%	-9%	21	-4	1%	0	0.3%	2
COC(=O)c1ccccc1NC(=O)c1nc(-c2ccc(Cl)cc2)n2c1CCCCC2	-10	3%	1%	-10	-4	-3%	0	-1.9%	-10
O=C(Nc1ccccc1)c1ccn[nH]1	-4	6%	4%	15	-8	-2%	6	0.3%	-18
COc1ccc(NC(=O)C(C)n2c(C)c3cnn(-c4ccccc4)c(=O)c3c2C)cc1Cl (stereo not drawn)	.	-2%	10%	7	-2	?	14	1.1%	9
COc1ccc(CN2C(=NC(=O)C3CCCO3)SC3CS(=O)(=O)CC32)cc1 (stereo not drawn)	7	0%	-1%	1	-9	-2%	3	3.4%	13
O=C(O)c1cccc(-n2cccc2/C=C/[N+](=O)[O-])c1	-3	3%	-4%	-1	4	-1%	1	0.8%	12
COc1cc(C(=O)NCCNC(=O)C2CCCNC2=O)cc(OC)c1OC (stereo not drawn)	-3	-1%	0%	-7	-3	-7%	1	0.7%	-16
CCN(CC)S(=O)(=O)c1cc(C(=O)NCCN2CCOCC2)ccc1Cl	5	6%	13%	-1	10	1%	12	0.2%	7
Cc1noc(C)c1COC(=O)CNC(=O)c1cccc(F)c1	-1	-1%	10%	7	0	-2%	3	-0.6%	-10
Cc1ccc2[nH]c(C(=O)N/N=C/c3ccccc3O)c(C)c2c1	-9	-1%	1%	-12	-7	-7%	3	-0.1%	-11
O=C(CC(=O)NCc1ccc(Cl)cc1)NCc1ccc(Cl)cc1	-15	0%	-11%	-16	-7	-6%	3	-3.2%	-6
O=S(=O)(c1cccc2cccnc12)N1CCN(c2ccccc2)CC1	4	3%	-9%	6	1	-4%	8	-1.0%	-6
CC(=O)OC[C@H]1O[C@H](C/C=N/OC[C@@H](O)[C@H]2O[C@@H]3OC(C)(C)O[C@@H]3[C@H]2O)C=C[C@@H]1OC(C)=O	.	.	.	5	-2	.	-4	-0.3%	-1
Cc1ccc(NC(=O)Cc2nnc(SCC(=O)c3ccc(Br)cc3)n2C)cc1Cl	.	.	.	-6	13	.	0	-0.7%	4
C#CC(C)OC(=O)Nc1cnccc1C(F)(F)F (stereo not drawn)	12	0%	5%	-2	0	-8%	-1	-3.0%	6
COc1cc2c(cc1OC)CN(C(=O)c1cc3ccccc3oc1=O)CC2	-2	?	-5%	18	-2	-3%	1	0.1%	10
COc1cc(C(=O)OCC(=O)NCc2ccc(F)cc2)cc(NC(=O)c2cccs2)c1OC	18	0%	-1%	9	-1	-4%	2	-0.1%	-27
Cc1ccc(C(=O)/C=C/c2c(C)nn(-c3ccccc3)c2Cl)cc1	-21	-19%	-11%	14	-3	3%	5	-0.4%	0
O=C(COc1ccc(Cl)cc1)Nc1ccc(N2CCN(C(=O)c3ccco3)CC2)cc1	-3	-1%	3%	4	-8	-2%	17	0.3%	-31*
CN(Cc1nc2ccccc2s1)C(=O)c1ccc(F)cc1	6	0%	1%	0	-3	-1%	0	1.6%	-3
COc1cc(/C=N/n2c(-c3ccccc3)n[nH]c2=S)ccc1O	2	0%	0%	-3	-2	-2%	1	1.0%	-7
COc1ccc(-c2cn3nc(N4CCCC(C(=O)Nc5ccccc5OC)C4)sc3n2)cc1 (stereo not drawn)	-26	4%	0%	2	-4	-3%	7	2.3%	-4
Cc1ccc(C(NC(=O)C(C)C)c2cc([N+](=O)[O-])c3cccnc3c2O)cc1 (stereo not drawn)	-21	?	-5%	1	-7	-3%	1	0.0%	-2
CCn1nc(NC(=O)c2ccncc2)c2cc3ccc(C)cc3nc21	-8	0%	-8%	5	-6	-1%	1	0.0%	-2
CCN(CC(=O)Nc1c(F)cccc1F)C(=O)Cc1ccc2c(c1)CCC2	?	-1%	-1%	-1	-2	0%	2	-0.8%	-34*
CC(Oc1ccc2c3c(c(=O)oc2c1)CCC3)C(=O)N[C@@H](Cc1ccccc1)C(=O)O (stereo partly drawn)	.	1%	-8%	-1	4	-2%	2	-0.3%	-8
Cc1ccc(C23CCC(=O)N2C(C(=O)O)CS3)c(C)c1 (stereo not drawn)	13	-1%	-7%	-5	4	-5%	0	1.7%	3
CCOc1ccc2nc(NC(=O)COc3ccc(N(C)S(=O)(=O)c4ccc(C)cc4)cc3)sc2c1	-2	4%	-19%	10	-2	-4%	3	1.0%	-5
O=C(CSc1nnc(NC(=O)c2ccccc2)s1)NCc1ccco1	1	0%	3%	-4	0	-6%	5	4.0%	-8
O=C(c1ccc(Cl)cc1)N1CCN(c2ccc(F)cc2)CC1	-3	-3%	-5%	-3	-7	-1%	-3	0.8%	15
N#CCCn1cnc2c(=S)nc[nH]c21	3	1%	-4%	9	-5	-1%	4	3.3%	-10
c1ccc(CCN2CN(CCCN3CCOCC3)c3nc4ccccc4n3C2)cc1	-4	0%	0%	-7	0	-4%	1	1.3%	-4
COc1ccc(/C=N/NC(=O)c2[nH]c3ccc(Br)cc3c2-c2ccccc2)c(C(=O)O)c1OC	-27	?	?	5	10	-8%	3	-4.2%	-2
CC1=C(C(=O)N2CCOCC2)C(c2ccc(-c3ccccc3)cc2)NC(=S)N1 (stereo not drawn)	-18	-5%	6%	6	0	-5%	13	0.5%	-2
